CHRM1 agonist = human M1 muscarinic receptor agonists, primary screen, Fluo-8 calcium fluorescence, CHO-K1 cells, HTS | CHO-K1 hM1, agonist mode; 0% DMSO, 100% acetylcholine EC100 | actives 0.33% (n = 360,000) | AID 588814, 2011 | activation, % at 3 µM | Muscarinic acetylcholine receptor M1 (Homo sapiens), P11229;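 active = activation above the run's mean compound activation plus 3 SD, cut at about 16% in these data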;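 also: peak over basal fluorescence ratio within a 140 s kinetic read after compound addition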
TAAR1 ag = human TAAR1 agonists, primary screen, Fluo-8 calcium fluorescence, CHO RD-HGA16 cells. Trace amine-associated receptor 1 (Homo sapiens), Q96RJ0. vehicle wells 0%, saturating PEA agonist 100%. activation, % at 3 µM. actives 0.99% (n = 360,000). AID 624467, 2012;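 active = activation above the mean activation of all test compounds in the run plus 3 SD, cut at about 38% in these data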
Target sequence (Q96RJ0 whole entry, looked up): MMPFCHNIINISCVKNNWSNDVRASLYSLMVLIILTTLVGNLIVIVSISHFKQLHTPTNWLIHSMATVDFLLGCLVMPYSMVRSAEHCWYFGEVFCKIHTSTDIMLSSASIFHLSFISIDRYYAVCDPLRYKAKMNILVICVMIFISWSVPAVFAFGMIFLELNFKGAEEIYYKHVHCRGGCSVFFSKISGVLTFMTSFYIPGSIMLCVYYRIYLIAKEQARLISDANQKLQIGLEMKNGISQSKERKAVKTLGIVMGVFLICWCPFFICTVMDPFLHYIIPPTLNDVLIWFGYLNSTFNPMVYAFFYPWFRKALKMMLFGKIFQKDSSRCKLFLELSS
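System: CHO-derived RD-HGA16 cells with stable Gα16 and human TAAR1. Times: 17-24 h plating, Fluo-8 75 min 37 °C, 30 min RT. Measured by: calcium-sensitive Fluo-8 signal, excitation 470-495, emission 515-575 nm. Read-out basis: % activation relative to PEA EC100 response. Control set: DMSO and PEA EC100. Repeats: no replicates (n 1).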
M1 ag parental = counter-screen for M1 agonists: effect in parental CHO-K1 cells | Fluo-8 calcium fluorescence; scaled to maximal ATP response, vehicle zero | activation, % at 3 µM | actives 0.48% (n = 360,000) | AID 602248, 2012; in the data active = activation above about 15%;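 also: untransfected CHO-K1 host cells lacking M1 receptor as counterscreen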
OXTR potentiate = human OXTR potentiators, primary screen, fluorescence, CHO-OTR cells, Fluo-8 calcium; Oxytocin receptor (Homo sapiens), P30559; Fluo-8 calcium fluorescence, potentiator mode; 0% = oxytocin EC15, 100% = EC100; activation, % at 3 µM; actives 0.061% (n = 320,000); AID 2445, 2010;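 active = activation above that plate's cutoff, the mean activation of tested compounds plus 3 SD, cut at about 6.6% in these data, passing the limit was not always enough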;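 also: 100% uses oxytocin at 75 nM as the full agonist control; some results filed as inactive read as strong as hits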
Target sequence (P30559 whole entry, looked up): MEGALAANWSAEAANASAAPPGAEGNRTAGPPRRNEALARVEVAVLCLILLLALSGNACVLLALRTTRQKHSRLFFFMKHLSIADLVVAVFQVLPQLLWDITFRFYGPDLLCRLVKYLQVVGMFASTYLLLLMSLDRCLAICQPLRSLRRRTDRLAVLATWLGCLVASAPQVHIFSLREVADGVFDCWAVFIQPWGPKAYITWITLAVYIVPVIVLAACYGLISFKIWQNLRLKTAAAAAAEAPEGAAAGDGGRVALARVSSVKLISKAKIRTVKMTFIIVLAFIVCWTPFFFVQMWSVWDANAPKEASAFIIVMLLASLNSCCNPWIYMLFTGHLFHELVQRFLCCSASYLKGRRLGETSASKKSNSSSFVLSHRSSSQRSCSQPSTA
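Assay system: CHO cell line stably expressing human OTR. Reagent: EC15 oxytocin agonist. Dosing: single dose, 3.0 µM nominal final compound concentration. Timing: compound 6 min at room temperature before oxytocin, 100 s read. Signal: kinetic Fluo-8 calcium fluorescence. Controls: oxytocin EC15 low and EC100 high.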
M1 antag = human M1 muscarinic receptor antagonists, primary screen, CHO-K1 cells, Fluo-8 calcium fluorescence, 1536-well. actives 1.3% (n = 360,000). inhibition, % at 3 µM. CHO-K1 hM1, ACh EC80 antagonist. Muscarinic acetylcholine receptor M1 (Homo sapiens), P11229;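 active = percent inhibition above its own plate's cutoff, namely the mean of that plate's compound wells plus 3 SD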;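 also: peak over basal fluorescence ratio during 140 s after agonist addition; 0% = ACh EC80 plus DMSO and 100% = DMSO alone without agonist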
TAAR1 antagonist = human TAAR1 antagonists, primary screen, Fluo-8 calcium fluorescence, CHO RD-HGA16 cells; Trace amine-associated receptor 1 (Homo sapiens), Q96RJ0; antagonist; inhibition, % at 3 µM; actives 1.5% (n = 360,000);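 active = inhibition above a per-plate cutoff, the mean inhibition of test compounds on that plate plus 3 SD, cut at about 49% in these data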;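 also: 0% = DMSO plus EC80 beta-PEA response and 100% = DMSO alone without agonist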
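Assay system: CHO-derived RD-HGA16 cells stably expressing human TAAR1 plus Gα16. Timing: 140 s kinetic read after compound, 140 s after agonist. Technique: kinetic Fluo-8 calcium fluorescence measurement. Measure: % inhibition of agonist calcium response.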
CHO parental Ca = ATP-evoked calcium signal inhibitors, parental CHO, primary screen, counter-screen for OX1R antagonist project, cell-based, fluorescence, Fluo-8 calcium dye. parental CHO-K1, ATP-induced calcium, Fluo-8 fluorescence. inhibition, % at 5.6 µM. actives 0.63% (n = 330,000);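 active = inhibition above that plate's mean sample inhibition plus 3 SD, cut at about 26% in these data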;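 also: 0% = ATP-challenged DMSO wells and 100% = DMSO wells without ATP; some compounds past the cut are filed as inactive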
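Material: parental CHO cells / Compound: single nominal dose of 5.6 µM per compound / Signal: Fluo-8 fluorescence / Replicates: singlicate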
M1 PAM parental = nonselective calcium activators in parental CHO-K1 cells, primary screen, counter-screen for M1 PAM project, cell-based, Fluo-8 calcium fluorescence, full deck, 1536-well. ATP EC20; 0% at ATP EC20, 100% at ATP max. activation, % at 3 µM. actives 0.02% (n = 360,000);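 active = activation above the run cutoff, the mean activation of all test compounds plus 3 SD, cut at about 40% in these data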;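 also: peak over basal fluorescence ratio in a 140 s read after ATP addition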
CHO-K1 Ca antag = M1 antagonist counterscreen hit in parental CHO-K1 cells. actives 0.6% (n = 360,000). ATP-induced calcium, Fluo-8 fluorescence. inhibition, % at 3 µM;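 active = inhibition above a per-plate cutoff, the plate's mean sample inhibition plus 3 SD, cut at about 24% in these data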;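 also: 0% = DMSO plus EC80 ATP and 100% = DMSO alone without ATP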
* marks the source's active call; other numbers are inactive results; . = not tested or not shown.

SMILES	CHRM1 agonist	TAAR1 ag	M1 ag parental	OXTR potentiate	M1 antag	TAAR1 antagonist	CHO parental Ca	M1 PAM parental	CHO-K1 Ca antag
O=C(CCC(=O)N/N=C/c1cc(Cl)cc(Cl)c1O)NCc1ccccc1	-6	3	0.5	-10	-8	-1	-24	19	-9
CN(C)CCCNC(=O)c1ccc2[nH]c3ccccc3c2c1	-4	1	0.1	-3	-1	4	-11	12	-5
CC(C)c1ccc(NC(=O)COC(=O)Cn2cnc3c2c(=O)n(C)c(=O)n3C)cc1	-3	1	0.6	.	-11	-15	.	10	-8
Cc1cc(Cl)ccc1OCc1n[nH]c(=S)n1C1CCCCC1	-4	14	0.7	-14	-1	-19	2	20	-5
O=C(O)c1ccc(N2C(=O)c3ccccc3C2=O)cc1[N+](=O)[O-]	1	2	-0.4	.	-6	-12	.	4	9
Cc1ccccc1C(=O)c1ccc2c(c1)n(C)c(=O)n2C	-2	2	0.9	2	-3	4	-17	2	-13
Cc1cc(OCCCC(=O)NNC(=O)c2ccncc2)ccc1Cl	2	5	9.6	-7	7	-6	6	-10	0
Cc1cccc(N2C(=O)/C(=C\c3ccc(OC(F)F)cc3)c3ccccc3C2=O)c1	-2	2	0.1	-2	-3	-2	-10	22	-3
CCSCC1COC(c2cccn2Cc2ccc(C)cc2)=N1 (stereo not given)	-6	11	-0.4	-13	-2	14	-17	1	-6
COC(=O)C1OC(OC2CC[C@]3(C)C(CC[C@@]4(C)[C@@H]3CC=C3[C@@H]5CC(C)(C)CC[C@]5(C(=O)OC5OC(CO)C(O)C(O)C5O)CC[C@]34C)C2(C)C)C(O)C(O)C1O[C@H]1OCC(O)C(O)C1O (stereo not given in full)	1	.	0.0	4	-13	.	-5	-3	1
COc1ccc(-n2c(=O)c3ccccc3n(Cc3cccc(C)c3)c2=O)cc1OC	-2	3	-0.4	-5	-22	-23	-26	-4	-2
O=S(=O)(NCc1cccs1)c1ccccc1Cl	-5	1	-0.1	2	4	10	-5	-12	14
CCOC(=O)c1cnn(CCOC(=O)c2cccc(F)c2)c1NC(=O)c1cccc(F)c1	1	-2	1.2	-1	-9	-20	-22	24	-13
CCOc1ccccc1Nc1nc2ccccc2[nH]1	-3	4	0.6	-5	8	1	-1	-2	13
COC(=O)CCN(C(=O)c1ccc(Cl)c([N+](=O)[O-])c1)c1ccccn1	-4	4	-0.2	-7	-11	-25	-11	-12	0
O=C(CNC(=O)c1ccccc1F)NCCN1C(=O)S/C(=C\c2ccc3c(c2)OCO3)C1=O	-2	1	0.0	-7	-12	-8	-8	-15	-2
O=C(c1ccc(Cl)nc1)N1CCC(Cc2ccccc2)CC1	-3	-3	1.0	3	21	10	0	-10	-10
COc1ccc(/C=C/C(=O)NNC(=O)c2ccncc2)c(OC)c1	-3	2	0.8	-3	-4	-23	-12	-18	-4
O=C(COc1ccc(F)cc1F)Nc1cccnc1	-2	0	3.7	-5	-11	3	1	27	-19
O=C(CCc1nnc(COc2ccccc2)o1)NCCc1cccs1	-5	10	0.1	-2	-12	38	6	15	-8
Cc1cccc(NC(=O)CSc2nnnn2C2CCCC2)c1	0	5	0.3	.	6	-9	.	-13	-7
O=C1CC2(CCCC2)Oc2ccccc21	0	5	0.8	-11	-5	2	-8	20	-15
CC(OC(=O)CCCc1nc2ccccc2s1)C(=O)NC(N)=O (stereo not given)	-2	1	1.6	-1	-12	-11	-2	14	-5
CC1=C(C(=O)Nc2ccccc2)C(c2cccs2)NC(=O)N1 (stereo not given)	-4	2	0.8	-13	-8	-10	-2	23	-12
COc1ccc(CNC(=O)CSc2nc3c(oc4ccccc43)c(=O)n2CC2CCCO2)cc1 (stereo not given)	-4	5	0.8	1	-14	15	-12	13	-21

Continued, overlapping the part above by 6 compounds.
SMILES	CHRM1 agonist	TAAR1 ag	M1 ag parental	OXTR potentiate	M1 antag	TAAR1 antagonist	CHO parental Ca	M1 PAM parental	CHO-K1 Ca antag
O=C(CCc1nnc(COc2ccccc2)o1)NCCc1cccs1	-5	10	0.1	-2	-12	38	6	15	-8
Cc1cccc(NC(=O)CSc2nnnn2C2CCCC2)c1	0	5	0.3	.	6	-9	.	-13	-7
O=C1CC2(CCCC2)Oc2ccccc21	0	5	0.8	-11	-5	2	-8	20	-15
CC(OC(=O)CCCc1nc2ccccc2s1)C(=O)NC(N)=O (stereo not given)	-2	1	1.6	-1	-12	-11	-2	14	-5
CC1=C(C(=O)Nc2ccccc2)C(c2cccs2)NC(=O)N1 (stereo not given)	-4	2	0.8	-13	-8	-10	-2	23	-12
COc1ccc(CNC(=O)CSc2nc3c(oc4ccccc43)c(=O)n2CC2CCCO2)cc1 (stereo not given)	-4	5	0.8	1	-14	15	-12	13	-21
COc1ccc(S(=O)(=O)N2CCNCC2)cc1OC	-7	1	0.0	-4	-7	25	3	15	-1
CCn1c(C)nc2cc(C(=O)N/N=C/c3ccccc3C)ccc21	-3	0	0.3	-3	-1	15	-23	14	-7
CCOc1cc(C(=O)OCC(=O)c2c(C)[nH]c3ccccc23)ccc1OCC(=O)N1CCOCC1	2	24	4.1	-5	4	30	0	9	6
Cc1ccc(CSc2ncnc3c2cnn3-c2ccccc2)cc1	0	2	0.1	-5	11	-6	-1	-14	18
CCN1C(=O)[C@@H]2[C@H](C1=O)[C@@H]1C(=O)Nc3ccccc3C(=O)N1[C@@H]2c1ccccc1	-5	0	0.4	-1	-10	10	-16	14	-9
CC(=O)c1ccccc1Oc1ncnc(N)c1[N+](=O)[O-]	1	6	0.3	0	-11	-14	-9	-23	-5
CN(C)S(=O)(=O)N1CCN(c2ccnc3cc(Cl)ccc23)CC1	-1	.	6.8	-10	-7	.	-3	7	-10
CC(SCC(=O)NC12CC3CC(CC(C3)C1)C2)C(=O)O (stereo not given)	-2	12	1.0	-5	-10	-10	-10	25	-18
CC(=N/O)/C(C)=N\NC(=O)c1ccccn1	-2	6	1.4	-6	0	-7	16	16	-12
COC(=O)c1[nH]c2ccccc2c1NC(=O)CCN1CCSCC1	-4	1	0.5	0	-3	-5	-16	15	0
c1ccc(N2CCOCCOCCOCCOCC2)cc1	-1	2	0.3	1	-14	-28	0	-1	-8
COC(=O)[C@H](CCSC)NC(=O)NCCc1ccccc1F	-7	47*	0.5	-4	-8	-1	-8	17	-15
Nc1nnnn1CC(=O)N/N=C/C=C/c1ccccc1	-2	13	-0.3	9	-12	-34	-19	-6	-2
O=C(NN=C1C2CC3CC(C2)CC1C3)c1cccc(S(=O)(=O)N2CCOCC2)c1	-7	0	-0.1	4	-5	0	-6	-1	6
COc1ccc2nc(C(C)O)[nH]c2c1 (stereo not given)	4	10	-0.1	-4	-4	-4	3	13	1
CCc1[nH]nc(C(=O)NC2CCCc3c2cnn3-c2cc(C)cc(C)c2)c1C (stereo not given)	-1	2	2.4	-8	-3	-26	-16	3	-8
Cc1ccc(NC(=O)COC(=O)/C=C/c2c(C)nn(-c3ccc(F)cc3)c2Cl)cc1F	-5	6	-0.3	-4	-11	-5	-16	20	-2
Cn1c(=O)c2c(ncn2CC(=O)N2CCc3ccccc3C2)n(C)c1=O	-2	20	0.1	-9	-5	14	-10	9	3
O=C(CSc1ccc(Cl)cc1)NCc1ccncc1	-5	6	0.8	-9	30	-16	-3	17	-27
Cc1c(C)c2ccc(OCC(=O)N3CC[C@@]4(O)CCCC[C@H]4C3)c(C)c2oc1=O	1	5	0.3	-9	-2	6	-11	6	8
O=C(c1cc2nc(-c3ccco3)cc(C(F)(F)F)n2n1)N1CCc2ccccc2C1	0	12	-0.2	-6	-5	1	-26	-6	0
COC(=O)Nc1ccc(S(=O)(=O)N2CCCC(C(=O)NC3CCCCC3)C2)cc1 (stereo not given)	-2	0	1.4	-17	-7	2	-9	19	-15
COc1cccc(C(=O)NCCN2CCN(c3ccc(Cl)cc3)CC2)c1	1	2	1.3	-6	-28	-11	-12	15	-7
CCOC(=O)c1ccc(NC(=O)CC2SC(=NC)N(C)C2=O)cc1 (stereo not given)	-4	3	1.4	-25	-4	-13	-14	12	-4
CC1CC1C(=O)Nc1ccc(S(=O)(=O)N2CCCCC2)cc1 (stereo not given)	-1	3	2.7	.	4	-24	.	0	-1
O=C(CSc1nc(Cc2ccccc2)nc2ccccc12)c1ccc2c(c1)OCCO2	-3	5	-0.2	-4	-5	8	0	18	-2
CC(C)CC(=O)Nc1ccc(S(=O)(=O)NCc2ccco2)cc1	-5	4	1.2	-5	-7	13	6	21	-10

By substructure: the compounds so far containing a thiophene ring, fused or not
SMILES	CHRM1 agonist	TAAR1 ag	M1 ag parental	OXTR potentiate	M1 antag	TAAR1 antagonist	CHO parental Ca	M1 PAM parental	CHO-K1 Ca antag
O=S(=O)(NCc1cccs1)c1ccccc1Cl	-5	1	-0.1	2	4	10	-5	-12	14
O=C(CCc1nnc(COc2ccccc2)o1)NCCc1cccs1	-5	10	0.1	-2	-12	38	6	15	-8
CC1=C(C(=O)Nc2ccccc2)C(c2cccs2)NC(=O)N1 (stereo not given)	-4	2	0.8	-13	-8	-10	-2	23	-12
